ATXN viability: cell viability loss in ATXN counter-screen. S2 cells (HEK-293 line with an ATXN2-luciferase reporter) viability, CellTiter-Fluor protease fluorescence, 24 h. Potency, µM (titrated, usually from 56.7 µM), usual class: cytotoxic. 400,000 compounds, 0.49% hits; note: potency is the fitted concentration of half-maximal effect; nearly all actives have a fitted effect of over 40% in size
ATXN2 expr inh: ATXN2 expression inhibition; HEK-293 ATXN2-luciferase reporter, luminescence, 24 h; Potency, µM (series often up to 57 µM), inactives show at the top dose activity change, negative = inhibition, actives largely listed as inhibitors; 360,000 compounds, 0.72% hits; AID 1745845; note: potency is the fitted concentration of half-maximal effect; % is set by controls: 0 for no effect and ±100 for the full control effect; nearly all actives have a fitted effect of over 55% in size
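ATXN2-luciferase reporter cells (luciferase flanked by upstream and downstream ATXN2 gene portions) were treated 24 h at 37 °C with compounds at up to 57 uM. SteadyGlo luminescence gave expression; GF-AFC fluorescence gave viability.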
Nrf2 ARE act: Nrf2 pathway activation. AREc32 ARE-luciferase reporter (MCF7-derived line), luminescence, 24 h. Potency, µM (titrated, usually from 46.1 µM), without a hit: top-dose activation, actives largely listed as activators. 410,000 compounds, 0.31% hits. AID 624171; note: potency is the fitted concentration of half-maximal effect; % of control where 0% means no effect; nearly all actives have a fitted effect of over 65% in size
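Quantitative high-throughput format: AREc32 reporter cells, 1000 per well, received compound by pin transfer and were incubated 24 hr at 37 deg C, 5% CO2, before Steady-Glo luminescence detection.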
TGFb inhibitor: TGF-b pathway inhibition; HepG2 CAGA-GFP TGF-b/SMAD3 reporter, GFP fluorescence, 18 h; TGF-beta stimulated, 500 pg/mL final; AID 588855; Potency, µM (top dose mostly 46.1 µM), inactives show at the highest dose activity, negative = inhibition, most hits filed as inhibitors; 410,000 compounds, 1.2% hits; note: potency is the fitted concentration of half-maximal effect; % is set by controls: 0 for no effect and ±100 for the full control effect; nearly all actives have a fitted effect of over 65% in size
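Cell-based qHTS in HEPG2 carrying a CAGA-GFP Smad reporter; compounds added before 500 pg/mL final TGF-beta, 18 h incubation at 37 degrees C, GFP fluorescence quantified per cell by imaging cytometry.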
A549 tox: kills or reduces viability of A549 cells in Nrf2 counter-screen; A549 ARE-Fluc cells, CellTiter-Fluor viability, 18-24 h; Potency, µM (top dose mostly 46 µM), for inactives: top-dose activity change, negative = cytotoxicity, most hits filed as inhibitors; 390,000 compounds, 0.16% hits; AID 504648; note: potency is the fitted concentration of half-maximal effect; % is set by controls: 0 for no effect and ±100 for the full control effect
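A549 ARE_Fluc cells in 5% FBS OPTI-MEM were exposed to compounds in concentration-response for 18-24 h at 37 deg C. Viability was read by CellTiter-Fluor fluorescence (Ex 405/Em 525) after 30 min, before the luciferase read.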
HepG2 tox: counter-screen for TGF-b inhibitors: cytotoxicity in HepG2 cells | HepG2 CAGA-GFP viability, ATP luminescence, 18 h | Potency, µM (series often up to 46.1 µM), inactives show at the highest dose activity change, negative = cytotoxicity, usual class: cytotoxic | 410,000 compounds, 0.76% hits | AID 588856; note: potency is the fitted concentration of half-maximal effect; some results filed as inactive show a strong effect at the top dose
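HepG2 CAGA-GFP cells (1000/well, DMEM with 1% FBS) received compound, then TGF-beta at 500 pg/mL final, and were incubated 18 hours at 37 degrees C. Viability was read by CellTiter-Glo luminescence. Media-only wells were set as complete cell-killing and DMSO as no toxicity.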
IL2 activator: IL-2 activation; IL-2 activation reporter assay, cell-based qHTS; stimulated with anti-CD3/CD4/CD28 beads; in transgenic mouse T cells; activation, % (series mostly up to about 46 µM); 360,000 compounds, 0.065% hits; in the data active = activation above about 50%; inconclusive = mostly about 30% to 49%; note: 0% is about no effect
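Unstimulated transgenic mouse T cells; 60-min compound exposure; bead-based TCR/CD4/CD28 stimulation; 18 h culture, 37 degrees C; dual fluorescence (EGFP, DsRed) plate cytometry.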
EPAC2 agonist: agonists of human EPAC2 (RAPGEF4). Potency, µM (series often up to 154 µM), for inactives: at the top dose activation, actives largely listed as activators. AID 720711. EPAC2 activation, biochemical qHTS; response scale: 100% = 6.5 mM cAMP response. 360,000 compounds, 0.079% hits; note: potency is the fitted concentration of half-maximal effect; nearly all actives have a fitted effect of over 50% in size
Target sequence (Q8WZA2 whole entry, looked up): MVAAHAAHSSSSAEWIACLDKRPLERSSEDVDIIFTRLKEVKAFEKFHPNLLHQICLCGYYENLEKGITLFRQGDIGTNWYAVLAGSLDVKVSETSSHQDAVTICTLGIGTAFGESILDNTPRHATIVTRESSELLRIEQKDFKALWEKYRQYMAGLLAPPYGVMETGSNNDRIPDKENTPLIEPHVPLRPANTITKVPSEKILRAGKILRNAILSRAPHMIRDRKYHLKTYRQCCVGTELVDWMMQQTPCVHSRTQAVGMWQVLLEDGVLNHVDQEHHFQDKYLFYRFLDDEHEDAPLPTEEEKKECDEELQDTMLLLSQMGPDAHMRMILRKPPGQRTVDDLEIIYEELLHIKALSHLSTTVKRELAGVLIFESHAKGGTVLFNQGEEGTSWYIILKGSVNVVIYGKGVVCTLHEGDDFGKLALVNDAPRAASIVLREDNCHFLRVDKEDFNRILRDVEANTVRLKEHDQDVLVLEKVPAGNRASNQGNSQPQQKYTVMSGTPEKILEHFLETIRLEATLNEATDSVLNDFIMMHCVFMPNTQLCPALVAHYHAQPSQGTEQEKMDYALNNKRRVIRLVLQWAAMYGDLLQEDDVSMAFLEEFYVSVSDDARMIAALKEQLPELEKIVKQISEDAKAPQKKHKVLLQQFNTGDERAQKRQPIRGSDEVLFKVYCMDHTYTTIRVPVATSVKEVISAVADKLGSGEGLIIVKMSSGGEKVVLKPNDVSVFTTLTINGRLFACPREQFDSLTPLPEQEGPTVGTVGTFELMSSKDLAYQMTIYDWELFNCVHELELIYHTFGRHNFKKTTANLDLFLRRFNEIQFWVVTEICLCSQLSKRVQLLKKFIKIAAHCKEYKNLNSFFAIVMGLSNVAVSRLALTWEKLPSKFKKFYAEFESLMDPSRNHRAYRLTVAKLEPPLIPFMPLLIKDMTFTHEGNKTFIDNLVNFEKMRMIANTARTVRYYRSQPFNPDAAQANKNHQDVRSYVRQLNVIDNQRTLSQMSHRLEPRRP
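Each well held 100 nM EPAC2, 250 nM RAP1B-BODIPY-GDP and 50 uM GDP. Fluorescence, read at 5-min intervals to 30 min, was referenced to a 6.5 mM cAMP positive control.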
Nrf2 inh: inhibitors of Nrf2 signaling; A549 ARE-Fluc reporter, luciferase luminescence, 18-24 h; Potency, µM (doses to about 46 µM), inactives show at the highest dose activity change, negative = inhibition, actives largely listed as inhibitors; 360,000 compounds, 2.1% hits; note: potency is the fitted concentration of half-maximal effect; % is set by controls: 0 for no effect and ±100 for the full control effect; nearly all actives have a fitted effect of over 60% in size
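A549 ARE_Fluc cells (5000/well, 5% FBS OPTI-MEM) pre-incubated 2 h, then treated with compounds 18-24 h at 37C/5% CO2 in concentration-response. CellTiter-Fluor viability read first; BugLite luciferase luminescence after 15 min at room temperature gives Nrf2 activity.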
* hit, by the source's call; i = inactive; ? = inconclusive; . = no result given; & = joins results of further samples; [ ] = dose if it differs, or a comment. Unless noted, calls come from the whole dose curve; as a rule, active = well fitted curve in the direction sought with a large enough effect; inconclusive = small, poorly fitted or top-dose-only effect, or another doubt; inactive = no such curve, though single readings can be large; an effect the other way counts as inactive or inconclusive.

SMILES	ATXN viability	ATXN2 expr inh	Nrf2 ARE act	TGFb inhibitor	A549 tox	HepG2 tox	IL2 activator	EPAC2 agonist	Nrf2 inh
CS(=O)(=O)N(CC(=O)NCCSc1ccccn1)c1ccc(F)cc1	i	-7%	0.1%	4%	5%	4%	-1.4	3%	-16%
O=S(=O)(NCCc1nc2ccccc2[nH]1)c1ccccc1	i	4%	0.3%	7%	2%	2%	-2.4	3%	-6%
CC(C)(C)c1ccc(C(=O)N2CCC(=O)N(C(COCc3ccccc3)Cc3ccccc3)CC2)cc1 (configuration not stated)	.	?	-5.0%	?	?	-61%	-0.8	-9%	?
CCOc1ccc(-c2nc(C#N)c(N3CCN(C)CC3)o2)cc1	i	-7%	1.8%	-18%	-20%	31%	-2.4	-12%	?
O=C1CCN(Cc2ccc([N+](=O)[O-])cc2)CCN1[C@H](CO)Cc1ccccc1	i	-2%	-1.0%	1%&-1%	8%	2%&28%	-0.4	1%	-3%
CCOc1ccc2nc(N=NC3=C(O)CC(C)(C)CC3=O)sc2c1	?	?	0.0%	-11%	0%	-16%	-0.2	-1%	?
COc1cc(/C=C/C(=O)OCc2csc(CC(=O)Nc3ccc(C)cc3)n2)ccc1OCC#N	i	.	5.3%	?	-1%	-34%	0.4	9%	-4%
CN(C)c1ccc(CN2CCC(C(N)=O)CC2)cc1	i	.	0.5%	9%	2%	0%	4.5	0%	5%
O=C(CNC(=O)c1ccc(Br)o1)Nc1ccncc1	i	-19%	-0.1%	9%	-2%	-2%	0.1	9%	-12%
O=C(CN1C(=O)c2ccccc2S1(=O)=O)NC1CCCCC1	i	-2%	1.5%	-8%	1%	-1%	2.1	7%	4%
O=C(O)COCC(=O)Nc1ccc(-n2cnnn2)cc1	i	.	0.1%	17%	0%	8%	-0.4	0%	-2%
CC(=O)Nc1ccc(NC(=O)CSc2nnc(-c3cccs3)n2C)cc1	i	-16%	-0.7%	0%	-5%	-2%	-0.3	5%	-5%
O=C(NCC(=O)N(Cc1cccs1)C(C(=O)NC1CCCC1)c1ccncc1)c1ccco1 (configuration not stated)	?	3%	0.4%	-3%	2%	2%	-0.4	-4%	-1%
CCN(CC(=O)Nc1ccc(OC)cc1)C(=O)c1ccc2ccccc2c1	i	0%	0.0%	2%	-8%	4%	0.0	6%	-8%
CN=C(C)/C(C(=O)OC)=C(/O)c1c(F)cccc1F	i	-11%	0.2%	-8%	-9%	-5%	0.6	1%	11%
CC(=O)Nc1ccc(-c2csc(NC(=O)CC(NC(C)=O)c3ccccc3)n2)cc1 (configuration not stated)	i	-4%	0.3%	2%	1%	-13%	-3.4	1%	0%
Cc1sc(NC(=O)c2cccs2)nc1-c1ccccc1	i	21%	20%	-9%	-16%	-12%	-2.7	16%	?
CCCN1CCN(C(=O)CCn2c(=O)c3cccn3c3cccnc32)CC1	i	-5%	-0.2%	-2%	3%	1%	-1.7	-1%	4%
COc1ccc(-c2cc(C(=O)NCc3ccccc3)no2)cc1OC	i	-5%	-0.6%	21%	-4%	4%	-0.7	-1%	-5%
COc1ccc2cc3c(N)nn(C(=O)c4cccc(F)c4)c3nc2c1	i	.	0.7%	-4%	4%	17%	0.0	9%	?
O=C(c1cccc(Oc2ccc([N+](=O)[O-])cc2)c1)N1CCOCC1	i	-9%	0.2%	-22%	10%	-34%	-3.4	10%	-7%
O=C(O)c1ccccc1C(=O)c1ccc(N2CCOCC2)c([N+](=O)[O-])c1	i	1%	-0.4%	20%	-12%	5%	-0.9	11%	-3%
C#CCOc1ccc(C2C(C(=O)OC)=C(C)NC3=C2C(=O)c2ccccc23)cc1OCC (configuration not stated)	?	-23%	24%	6%	?	6%	.	.	4%
CCOc1ccc(NC(=O)CN2C(=O)C3(SCC(=O)N3c3ccc(F)cc3)c3ccccc32)cc1 (configuration not stated)	i	-19%	1.1%	-19%	0%	-31%	.	.	?
N#Cc1ccccc1OCC(=O)NCC(c1ccc(F)cc1)N1CCOCC1 (configuration not stated)	i	.	-0.3%	-8%	-2%	1%	1.6	4%	-5%
O=C(c1ccco1)N1CCN(C(=O)c2ccc(CS(=O)c3cccc(Cl)c3)o2)CC1 (configuration not stated)	i	-6%	-0.5%	5%	0%	0%	-0.6	-8%	-5%
Cc1ccc(OCCCSc2n[nH]c(N)n2)cc1	i	23%	1.7%	-17%	0%	-1%	1.2	18%	17%
CC1CC(=O)N(CC(=O)NC2CCCCC2)c2ccccc2S1 (configuration not stated)	i	-2%	-0.7%	0%	-2%	10%	-2.0	6%	-5%
N#CCCN(C(=O)COC(=O)CCN=C1NS(=O)(=O)c2ccccc21)c1ccc(F)cc1	i	4%	0.3%	?	3%	2%	-1.6	5%	16%
CCCc1cc(NC(=O)COC(=O)c2ccc(O)cc2O)n(-c2ccccc2)n1	?	.	0.9%	?	6%	-26%	3.6	3%	-6%

Complete entries, looked up by structure. Values in the order: ATXN viability | ATXN2 expr inh | Nrf2 ARE act | TGFb inhibitor | A549 tox | HepG2 tox | IL2 activator | EPAC2 agonist | Nrf2 inh
`Cc1ccc(OCCCSc2n[nH]c(N)n2)cc1` is entered as i | 23% | 1.7% | -17% | 0% | -1% | 1.2 | 18% | 17%
`N#CCCN(C(=O)COC(=O)CCN=C1NS(=O)(=O)c2ccccc21)c1ccc(F)cc1` is entered as i | 4% | 0.3% | ? | 3% | 2% | -1.6 | 5% | 16%
`O=C(c1ccco1)N1CCN(C(=O)c2ccc(CS(=O)c3cccc(Cl)c3)o2)CC1` (configuration not stated) is entered as i | -6% | -0.5% | 5% | 0% | 0% | -0.6 | -8% | -5%
`O=C(c1cccc(Oc2ccc([N+](=O)[O-])cc2)c1)N1CCOCC1` is entered as i | -9% | 0.2% | -22% | 10% | -34% | -3.4 | 10% | -7%
`N#Cc1ccccc1OCC(=O)NCC(c1ccc(F)cc1)N1CCOCC1` (configuration not stated) is entered as i | . | -0.3% | -8% | -2% | 1% | 1.6 | 4% | -5%

Going on with the list.
SMILES	ATXN viability	ATXN2 expr inh	Nrf2 ARE act	TGFb inhibitor	A549 tox	HepG2 tox	IL2 activator	EPAC2 agonist	Nrf2 inh
CC(=O)c1ccc(NC(=S)N2CCN(S(=O)(=O)c3ccc(F)cc3)CC2)cc1	?	8%	2.2%	-10%	2%	-31%	1.7	6%	18%
Cc1ccc(CNC(=O)CCCN2C(=O)CCn3nc(-c4cn(C)c5ccccc45)cc32)cc1	i	11%	0.0%	-5%	9%	-5%	.	.	.
O=C(Cc1ccccc1)NNC(=O)c1ccc(NC(=O)c2ccccc2)cc1	i	-10%	0.0%	3%	-2%	3%	-0.3	-3%	8%
CCC1CCCCN1c1ccc([N+](=O)[O-])cc1/C=N/NC(=O)Cn1c2ccccc2c(=O)c2ccccc21 (configuration not stated)	i	5%	-0.6%	12%	-25%	-25%	2.9	-5%	12%
N/C(=N\OC(=O)Nc1ccccc1)c1ncc(C(F)(F)F)cc1Cl	i	44%[activator]	1.7%	16%	-12%	-1%	0.8	-1%	?
CN(C)c1[nH]c(=O)c(C#N)c2c1CCN2Cc1ccccc1	i	6%	0.0%	2%	-5%	1%	-1.9	-2%	-12%
O=C(O)CN1C(=O)/C(=C\c2cc(Br)ccc2OCc2ccccc2F)SC1=S	?	.	5.0%	-16%	-11%	-11%	-0.6	0%	-9%
O=C(c1ccc(Cl)c(S(=O)(=O)N2CCCCCC2)c1)N1CCCC(C(F)(F)F)C1 (configuration not stated)	i	-23%	-0.2%	-5%	-18%	-14%	-5.1	12%	?
Nc1nc(Cl)nc2c1ncn2C1CCC(CO)O1 (configuration not stated)	i	-7%	-1.2%	6%	.	2%	-0.2	-3%	.
c1csc(CNc2ccn3nc(-c4ccc(OCCN5CCOCC5)cc4)cc3n2)c1	?	?	-3.2%	?	.	-35%	-0.9	4%	.
CCOC(=O)[C@]12CCCC=C1N(Cc1ccco1)C(=O)[C@H](CC(=O)NCc1ccccc1)C2	i	5%	-0.3%	.	.	.	2.9	5%	.
CN(c1cccc(NC(=O)Cc2ccccc2)c1)S(C)(=O)=O	i	18%	-0.2%	9%	-8%[1.84 µM]	-5%	0.7	1%	?
COC(=O)c1ccc(COC(=O)c2ccc(SC)cc2OC)cc1	i	40%[activator]	0.0%	-11%	0%	-9%	-0.9	24%	6%
CC(=O)c1cccc(NC(=O)COC(=O)c2cccc(N3C(=O)c4ccccc4C3=O)c2)c1	i	2%	4.8%	9%	0%	-1%	-2.2	6%	4%
CCOc1ccccc1NC(=O)c1ccccc1-c1nc(-c2ccccc2)no1	i	-23%	0.6%	-19%	-9%	-25%	-4.2	18%	-16%
Cc1nnc(SCC(=O)N2CCN(S(=O)(=O)c3ccc(Cl)cc3)CC2)[nH]c1=O	i	4%	1.1%	-4%	-8%	2%	-0.3	?	12%
O=C(N/N=C/c1c[nH]c2ccc(Br)cc12)C1CC1	i	.	7.7%	23%	-9%	-21%	0.1	-6%	3%
CC1Cc2ccccc2N1C(=O)c1ccc2c(c1)nnn2C (configuration not stated)	i	3%	-0.6%	-6%	-4%	-25%	0.0	5%	-1%
O=[N+]([O-])c1ccc(N2CCSCC2)cc1O	i	-11%	-0.5%	-4%	?	25%	-0.3	10%	0%
CCOC(=O)c1cc(-c2ccccc2)n(CCC(=O)NCCc2ccc(OC)c(OC)c2)c1C	.	.	7.5%	-5%	-11%	-1%	.	.	.
Cc1cc(C)nc(SCc2nnc(SCC(=O)Nc3cc(C(F)(F)F)ccc3Cl)o2)n1	i	2%	-0.2%	-2%	-7%	-2%	-0.4	9%	6%
Cc1cc(F)ccc1NS(=O)(=O)c1c(C)nc2scc(C)n2c1=O	i	-2%&-9%	0.1%&0.7%	-5%&4%	3%&0%	-3%&4%	-0.9	-1%	-9%&-3%
O=C(NCc1ccccc1)c1c(Cl)nc(Cl)c(Cl)c1Cl	.	0%	10µM*	-31%	1%	-4%	-6.1	3%	-21%

Source: PubChem BioAssay
